Neddyl block: blocks human cullin neddylation; P61081+Q13564; 360,000 tested, 0.58% active; TR-FRET cullin neddylation, biochemical; AID 651699; calls only at 25 µM; in the data active = inhibition above about 36%
NadD block: NadD (S. aureus) enzyme inhibition; inhibition, % at 20 µM; purified NadD enzyme, colorimetric absorbance read-out; 360,000 tested, 0.78% active; in the data active = inhibition above about 26%; note: some compounds past the cut are filed as inactive
SKN-1 inh: C. elegans SKN-1 inhibition; 360,000 tested, 0.49% active; C. elegans VP596 Pgst-4::GFP/RFP ratio, acrylamide-induced, 24 h; inhibition, % at 21.8 µM;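 active = interference check ratio from 0.5 to 1.5 plus GFP to RFP signal ratio inhibition reaching or exceeding a fixed threshold, cut at about 30% in these data, passing the limit was not always enough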; note: some compounds called inactive have numbers as strong as hits
SUMO1 PPI mod: SUMO1-SIM interaction modulation; P63165; AID 602429; 360,000 tested, 0.33% active; SUMO1 binding to a labelled peptide, TR-FRET, 1 h; inhibition, % at 20 µM; in the data active = inhibition above about 37%
TbMetRS inhib: Trypanosoma brucei MetRS inhibition; purified T. brucei MetRS, ATP depletion, Kinase-Glo luminescence; inhibition, % at 11.9 µM; 360,000 tested, 0.4% active;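 active = inhibition above a per-plate cutoff of the control wells' mean inhibition plus 3 SD, cut at about 5.5% in these data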;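 note: 0% = DMSO wells median and 100% = median of wells with control inhibitor compound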
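Material: T. brucei methionyl-tRNA synthetase, purified; reagent: substrates ATP, L-methionine and bulk Escherichia coli tRNA; dosing: 11.9 µM single point; timing: 15 min plus 2 h at 25 °C; detection: luminescence of leftover ATP; evaluation: % inhibition; control set: DMSO-only wells as low control; replicates: singlicate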
STEP inh: blocks human striatal-enriched tyrosine phosphatase; P54829; recombinant STEP, OMFP fluorogenic substrate, fluorescence; inhibition, % at 20 µM; 360,000 tested, 0.25% active; AID 588621;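 active = inhibition at 20 µM, scaled per plate between control wells, above about 37%, limit read from the data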;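 note: 0% = DMSO with enzyme and substrate and 100% = substrate only without enzyme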
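System: STEP (striatal-enriched tyrosine phosphatase) enzyme, cell-free; medium: Bis-Tris pH 6.0 buffer with DTT, detergent; dosing: 20 µM, 1% DMSO; times: reaction 20 min, ambient temperature; detection: fluorescence, 480/540 nm; read-out basis: normalized % inhibition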
LMPTP block: LMPTP (human) inhibition. inhibition, % at 20 µM. recombinant LMPTP-A, OMFP fluorogenic substrate, fluorescence intensity. AID 651560. 360,000 tested, 0.22% active;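 active = compounds that cut the enzyme signal by at least half of the control window in the single-dose screen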;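 note: plate controls were DMSO wells with enzyme plus substrate for no effect and substrate without enzyme for full effect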
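Material: LMPTP-A; amount: 0.625 nM enzyme; doses: single 20 µM dose; times: reaction 50 min, room temperature, dark; technique: fluorescence intensity of OMFP turnover product; benchmarks: no-enzyme and uninhibited controls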
CendR NRP1 mod: NRP-1/CendR interaction modulation. FAM-RPARPAR peptide binding to NRP-1, fluorescence polarization. 360,000 tested, 0.85% active. inhibition, % at 25 µM. O14786;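 active = inhibition or corrected inhibition above about 18%, plus a signal ratio from 0.5 to 1.5, limit read from the data, passing the limit was not always enough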; note: strong numbers were not always called active
DNMT1 block: DNMT1 (human) enzyme inhibition | P26358 | DNMT1 molecular beacon, Hinp1I cleavage, fluorescence | 360,000 tested, 0.83% active | inhibition (reported as % activation of signal), % at 10 µM; in the data active = inhibition above about 50%
Target sequence (P26358 504-1616 limits assumed): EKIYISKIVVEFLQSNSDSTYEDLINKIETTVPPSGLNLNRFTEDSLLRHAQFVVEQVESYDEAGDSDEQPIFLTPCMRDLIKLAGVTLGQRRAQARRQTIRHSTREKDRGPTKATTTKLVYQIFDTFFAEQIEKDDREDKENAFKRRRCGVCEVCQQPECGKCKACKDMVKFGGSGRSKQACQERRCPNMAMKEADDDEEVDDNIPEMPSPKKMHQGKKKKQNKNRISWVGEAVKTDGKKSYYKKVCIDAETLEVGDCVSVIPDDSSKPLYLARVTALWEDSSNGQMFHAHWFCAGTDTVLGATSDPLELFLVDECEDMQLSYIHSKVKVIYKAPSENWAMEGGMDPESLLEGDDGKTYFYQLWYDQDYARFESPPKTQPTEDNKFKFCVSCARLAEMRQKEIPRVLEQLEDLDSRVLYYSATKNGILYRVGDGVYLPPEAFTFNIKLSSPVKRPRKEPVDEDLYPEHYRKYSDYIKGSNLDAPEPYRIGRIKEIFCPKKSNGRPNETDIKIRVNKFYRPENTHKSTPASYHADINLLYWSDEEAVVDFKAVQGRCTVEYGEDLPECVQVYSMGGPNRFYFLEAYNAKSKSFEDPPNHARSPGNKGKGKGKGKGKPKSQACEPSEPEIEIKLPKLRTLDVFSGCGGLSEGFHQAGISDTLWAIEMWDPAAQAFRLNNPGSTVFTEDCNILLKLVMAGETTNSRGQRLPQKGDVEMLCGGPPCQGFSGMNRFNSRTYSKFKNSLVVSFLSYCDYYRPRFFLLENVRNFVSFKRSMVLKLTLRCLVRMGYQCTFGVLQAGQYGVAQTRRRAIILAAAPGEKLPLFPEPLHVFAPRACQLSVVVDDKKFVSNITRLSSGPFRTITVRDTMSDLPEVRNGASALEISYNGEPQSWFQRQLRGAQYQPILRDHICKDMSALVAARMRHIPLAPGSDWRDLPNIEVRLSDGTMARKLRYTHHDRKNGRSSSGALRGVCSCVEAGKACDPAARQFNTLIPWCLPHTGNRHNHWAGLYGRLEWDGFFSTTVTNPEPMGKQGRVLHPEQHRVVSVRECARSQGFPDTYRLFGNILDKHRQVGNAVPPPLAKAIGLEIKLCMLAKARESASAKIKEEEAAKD
Scp1 inh: Scp-1 (human) phosphatase inhibition; Q9GZU7; Recombinant Scp1, phosphopeptide, malachite green phosphate absorbance; inhibition, % at 20 µM; 340,000 tested, 0.88% active;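 active = inhibition above about 50% at 20 µM, limit read from the data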;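 note: plate controls were DMSO wells with enzyme for no effect and wells lacking enzyme for full effect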
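Incubation: 45 min enzyme reaction at room temperature / System: truncated SCP-1 phosphatase (76-261aa) / Reagent: Phospho 17-mer peptide substrate / Buffer or medium: Acidic Tris acetate buffer with magnesium and detergent / Signal: absorbance at 630 nm / Doses: one concentration, 20 µM, with 1.0% DMSO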
The depositor's hits bear a star; i = inactive; . = not tested or not shown; + = active, no number.

Below each SMILES: LMPTP block	DNMT1 block	CendR NRP1 mod	STEP inh	Scp1 inh	Neddyl block	SUMO1 PPI mod	TbMetRS inhib	NadD block	SKN-1 inh
1: C=CCn1c(N)c(-c2nc3ccccc3n2C)sc1=S
→ -0.5	2	-13	2	-6	i	-4	-0.6	0	11
2: O=C(Nc1ccccc1)OCCCCOC(=O)Nc1ccccc1
→ -1.1	0	10	2	5	i	1	-0.1	-1	-3
3: CC(=O)c1cccc(NC(=O)c2cc(C)no2)c1
→ -1.3	-2	5	-2	-10	i	-1	0.0	-7	4
4: Cc1cccc2[nH]c(SCC(=O)O)nc12
→ -0.7	4	-6	2	-10	i	4	-0.5	-3	5
5: COc1cc(/C=C/c2cc[n+](C)cc2)ccc1OCC(=O)Nc1ccc(Cl)c(Cl)c1
→ -1.7	3	-16	6	46	i	-194	-0.5	10	26
6: Cc1cc(C)cc(OCC(=O)NNC(=S)NC(=O)C2CC2)c1
→ 0.1	1	3	3	-17	i	4	-0.3	-5	19
7: c1ccc(C2(c3ccccc3)OCC(Cn3cncn3)O2)cc1 (stereo not drawn)
→ -1.4	-1	-13	3	-10	i	1	-1.2	-6	24
8: O=C(c1ccccc1)c1cnc(Nc2ccc(Cl)c(Cl)c2)s1
→ 0.0	2	0	0	5	i	0	-0.8	6	0
9: O=C(c1cnn2c(C(F)F)cc(C3CC3)nc12)N1CCc2ccccc2C1
→ 0.9	37	-5	-8	-1	i	3	-2.0	4	-9
10: COC1=CC(=O)OC(c2cccc(OC)c2)C1 (stereo not drawn)
→ -1.0	.	-6	.	.	i	10	-0.4	.	15
11: O=C(COc1ccc(Cl)cc1Cl)NCc1ccco1
→ -1.7	-2	14	-3	4	i	-2	1.4	3	-12
12: O=C1NCCN1CCNS(=O)(=O)c1cc(C(F)(F)F)cc(C(F)(F)F)c1
→ -1.4	1	11	-2	-8	i	1	-0.3	-1	9
13: O=C(O)c1cccnc1Sc1ccc(Br)cc1
→ -2.0	2	0	3	0	i	9	-0.2	4	2
14: O=C1NC(Cc2ccccc2)c2nc3cc(Cl)ccc3c(=O)n2-c2ncccc21 (stereo not drawn)
→ -1.1	18	1	5	.	i	11	0.4	2	-1
15: O=[N+]([O-])c1ccc(S(=O)(=O)Nc2ccc3c(c2)OCCO3)cc1
→ -1.4	-1	-5	-2	-3	i	-29	-1.9	-1	4
16: CN(C(=O)C1Cc2c(-c3ccc(Cl)cc3)ccnc2O1)c1ccccc1 (stereo not drawn)
→ -0.5	4	14	4	.	i	5	-0.1	5	14
17: Cc1cc(NC(=O)CSc2nc(-c3cccs3)nc3ccccc23)no1
→ -0.2	11	3	-2	11	i	-12	0.0	-4	-6
18: CCCCC(=O)OCC(=O)N1N=C(c2c[nH]c3ccccc23)C(O)C1c1ccc(OC)cc1 (stereo not drawn)
→ 2.9	-24	5	-4	-4	+	-6	0.5	-2	1
19: Cc1cc(OCc2nnc(SCC(=O)O)n2-c2ccccc2)ccc1Cl
→ -2.2	5	1	-2	-5	i	-3	-1.3	2	-2
20: COc1ccc(S(=O)(=O)Nc2ccc3c(c2)N(C(C)=O)CCC3)cc1
→ -1.6	-5	13	0	-3	i	2	-0.2	-2	-3
21: CC(=C/c1ccco1)/C=N/NC(=O)c1nnn(-c2nonc2N)c1CN(C)C
→ 2.0	-7	15	-3	-5	i	-8	-0.1	6	4
22: Cc1ccc(C(=O)c2c3ccccc3[n+]([O-])n2CCO)cc1
→ 1.3	0	-4	0	-3	i	-16	-0.2	2	-3
23: COc1ccc(-c2noc3c2-c2nc(-c4ccc(C)cc4)sc2CC3)cc1
→ 3.4	2	15	1	-11	i	-4	-0.3	-6	-6
24: CCOC(=O)c1sc(NC(=O)CNC(=O)Cn2cnc3sc(C)c(C)c3c2=O)nc1C
→ 3.1	10	-25	0	4	i	1	-1.5	5	9
25: CCN(CC)C(=O)[C@H]1C[C@H](CC(=O)NCCc2ccccn2)C(=O)N2CCc3c([nH]c4cc(CCC(=O)N(C)C)ccc34)[C@]12C
→ -11	4	13	-1	7	i	-7	-0.3	10	-9
26: CNC(=S)N1CCN(c2ccccc2OC)CC1
→ -1.0	4	-6	0	-2	i	-2	-1.3	2	-19
27: Cc1cccc(C(=O)NNS(=O)(=O)c2ccccc2[N+](=O)[O-])c1
→ 0.1	0	9	1	-3	i	-4	-1.8	8	-1
28: CC(=O)c1ccc(N2C(=O)[C@@H]3C(CCC(N)=O)NC4(C(=O)Nc5c4ccc(Cl)c5C)[C@@H]3C2=O)cc1 (stereo partly drawn)
→ -2.0	-18	-13	-3	-7	i	-2	0.5	0	3
29: O=C(O)c1cc(S(=O)(=O)Nc2cc(Cl)ccc2Oc2ccccc2)ccc1O
→ 0.0	-18	-25	-1	-9	i	8	-0.1	7	5
30: O=C(Cc1cccs1)Nc1ccc(-c2nc3ccccc3[nH]2)cc1
→ 3.5	0	18	2	3	i	12	-0.5	-7	-18
31: CCNC(=S)N1CCN(c2cccc(C(F)(F)F)c2)CC1
→ 1.2	5	-4	1	-5	i	0	0.1	-1	6
32: CCOC(=O)/C=C/C(=O)Nc1ccccc1-c1ccccc1NC(=O)/C=C/C(=O)OCC
→ -2.4	17	-6	0	0	i	0	-0.3	-5	16
33: Nc1c(C(=O)CSc2nnc(-c3ccccc3F)o2)c(=O)[nH]c(=O)n1C1CC1
→ -2.0	4	-1	-1	-14	i	-3	-0.2	-2	3
34: COc1ccc(-c2cn(CCC(=O)O)c(C)n2)cc1
→ -0.3	3	22	-2	-4	i	0	-0.3	0	14
35: COc1ccc(S(=O)(=O)N(CC(=O)NC2CC2)C2CCCCC2)cc1Cl
→ 0.9	2	14	-5	8	i	-1	-1.0	-3	7
36: O=C(COc1ccc(Cl)cc1)NCC(=O)N/N=C/c1cccs1
→ -0.4	4	0	1	3	i	-8	2.0	0	0
37: C=CCNC(=S)N(CC=C)C1CCS(=O)(=O)C1 (stereo not drawn)
→ -0.1	-1	6	0	-2	i	-1	-1.1	2	11
38: COc1ccc(C(=O)/C(C)=N/O)cc1OC
→ -0.8	2	-4	-4	-9	i	0	-0.8	-5	-4
39: CC12CCC(=O)C=C1CCC1C2C(O)CC2(C)C(c3csc(N)n3)CCC12 (stereo not drawn)
→ 1.2	-3	11	-2	3	i	6	-0.1	3	13
40: COc1ccc(C2(O)C(=O)Nc3ccc(C)cc32)cc1OC (stereo not drawn)
→ -1.6	-2	-2	3	-9	i	-1	-0.7	-7	-24

Grouped by structure: the entries above containing a furan ring, fused or not (2)
Below each SMILES: LMPTP block	DNMT1 block	CendR NRP1 mod	STEP inh	Scp1 inh	Neddyl block	SUMO1 PPI mod	TbMetRS inhib	NadD block	SKN-1 inh
11: O=C(COc1ccc(Cl)cc1Cl)NCc1ccco1
→ -1.7	-2	14	-3	4	i	-2	1.4	3	-12
21: CC(=C/c1ccco1)/C=N/NC(=O)c1nnn(-c2nonc2N)c1CN(C)C
→ 2.0	-7	15	-3	-5	i	-8	-0.1	6	4

Record cards, as listed above.
Nc1c(C(=O)CSc2nnc(-c3ccccc3F)o2)c(=O)[nH]c(=O)n1C1CC1 in the list: LMPTP block = -2.0; DNMT1 block = 4; CendR NRP1 mod = -1; STEP inh = -1; Scp1 inh = -14; Neddyl block = i; SUMO1 PPI mod = -3; TbMetRS inhib = -0.2; NadD block = -2; SKN-1 inh = 3
COc1ccc(-c2cn(CCC(=O)O)c(C)n2)cc1 in the list: LMPTP block = -0.3; DNMT1 block = 3; CendR NRP1 mod = 22; STEP inh = -2; Scp1 inh = -4; Neddyl block = i; SUMO1 PPI mod = 0; TbMetRS inhib = -0.3; NadD block = 0; SKN-1 inh = 14

Further results follow.
Below each SMILES: LMPTP block	DNMT1 block	CendR NRP1 mod	STEP inh	Scp1 inh	Neddyl block	SUMO1 PPI mod	TbMetRS inhib	NadD block	SKN-1 inh
41: CCC[C@H]1CN(c2ccc(Br)cc2)C(=O)[C@@H]1CC(=O)Nc1ccccc1
→ 2.1	-1	3	2	.	i	-1	-1.3	-3	-12
42: COc1ccc(CNC(N)=O)cc1
→ -2.4	-3	11	-2	-25	i	2	0.7	0	-3
43: O=C1c2ccccc2C2(c3cc(C(F)(F)F)cc(C(F)(F)F)c3)NCCN12 (stereo not drawn)
→ 0.1	4	7	-2	-2	i	6	-1.2	-2	11
44: Cn1c2c(c(=O)n(C)c1=O)[C@@H]1c3c(ccc4ccccc34)OC[C@@H]1CO2
→ -0.4	3	-2	-4	-3	i	0	-0.6	2	-12
45: Cn1cccc1C(=O)OCc1ccc(C(C)(C)C)cc1
→ 2.7	6	-42	3	-3	i	4	-0.7	4	22
46: CN1CCN(C(=O)C[C@H]2CC[C@H]3[C@@H](COC[C@@H](O)CN3C(=O)C3CCCC3)O2)CC1
→ -4.4	.	-10	.	.	i	2	-0.7	.	4

Assay outcomes as filed in PubChem.
